Compound activity from PubChem.
B2AR arrestin – agonists driving beta-arrestin recruitment to human beta2-adrenergic receptor. P07550. beta-arrestin recruitment to beta2AR, cell-based reporter. Potency, µM (titrated, usually from 46.1 µM), for inactives: top-dose activation, actives largely listed as activators. actives 0.02% (n = 330,000). AID 492947;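 further: potency means the concentration at half of the fitted maximal effect; 0% = DMSO controls and full agonism = EC100 isoproterenol or metaproterenol; nearly all actives have a fitted effect of over 65% in size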
uPA surface inh – inhibitors of cell surface uPA generation; cell surface uPA generation assay, qHTS; Potency, µM (series often up to 38.3 µM), for inactives: at the highest dose activity change, negative = inhibition, most hits filed as inhibitors; actives 0.31% (n = 330,000); active means well fitted inhibition curve with a large enough effect; inconclusive means small, poorly fitted or top-dose-only effect; inactive means no such curve, though single readings can be large or run the other way; tested in mouse RAW 264.7 cells; further: potency means the concentration at half of the fitted maximal effect; on the % scale 0 is the no-effect control and ±100 the full control effect; nearly all actives have a fitted effect of over 55% in size
ASM inhibitor – blocks human secretory acid sphingomyelinase | P17405 | placental ASM, HMU-PC fluorogenic substrate, 60 min | Potency, µM (highest dose often 57.5 µM), for inactives: at the highest dose activity change, negative = inhibition, usual class: inhibitors | actives 0.006% (n = 340,000) | AID 504937; further: potency means the concentration at half of the fitted maximal effect
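Human placenta-derived ASM preincubated with compound 10 min at room temperature, then reacted with 9 uM (final) fluorogenic HMU-PC substrate for 60 min at 37 C. Stop solution raises pH to 10; fluorescence read at Ex 386/Em 447 nm.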
a7 integrin act – activators of alpha7 integrin expression for muscular dystrophy; Potency, µM (highest dose often 38.3 µM), for the others: at the top dose activation, most hits filed as activators; alpha7betagal myoblasts, beta-gal FDG fluorescence, 48 h; actives 0.064% (n = 350,000);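 further: potency means the concentration at half of the fitted maximal effect; 100% = response of the positive control SU9516; nearly all actives have a fitted effect of over 60% in size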
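Alpha7betagal+/- myoblasts (passage 13) were plated 16-24 hr, then exposed to compounds (1:260 dilution of DMSO stock) for 48 hours at 37C. After MPER lysis, β-galactosidase reporter activity was read as FDG fluorescence (ex 480/em 540) after 30 minutes.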
PTAP TSG101 blk – blocks PTAP/TSG101 interaction to inhibit HIV-1 budding; Q99816; Fluorescence polarization, FITC-PTAP peptide / Tsg101 binding; Potency, µM (titrated, usually from 115 µM), inactives show at the top dose activity change, negative = inhibition, hits mostly inhibitors; 340,000 tested, under 10 active; AID 493005; active means well fitted inhibition curve with a large enough effect in the main read-out, with a control signal flat, not every such curve was filed as active; inconclusive means small, poorly fitted or top-dose-only effect, or effect the other way, or a change in a side signal; inactive means no such curve, though single readings can be large or run the other way; further: potency means the concentration at half of the fitted maximal effect; % of control where 0% means no effect
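FP read-out: FITC-PTAP peptide, 50 nM final, binding Tsg101 binding domain, 10 uM final; 20 min, r.t.; 10 mM HEPES pH 7.5, 0.15 M NaCl, 0.01% Tween 20, 3 mM EDTA, 0.1 mM TCEP.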
TRPV1 ag – human TRPV1 agonism; activation, % at 8.33 µM; TRPV1-expressing cells, Fluo-8 calcium influx, agonist mode; AID 540275; actives 0.19% (n = 320,000); Q8NER1; in the data active means activation above about 80%; inconclusive means between about 30% and that limit; further: 0% is about no effect
Target sequence (Q8NER1 whole entry, looked up): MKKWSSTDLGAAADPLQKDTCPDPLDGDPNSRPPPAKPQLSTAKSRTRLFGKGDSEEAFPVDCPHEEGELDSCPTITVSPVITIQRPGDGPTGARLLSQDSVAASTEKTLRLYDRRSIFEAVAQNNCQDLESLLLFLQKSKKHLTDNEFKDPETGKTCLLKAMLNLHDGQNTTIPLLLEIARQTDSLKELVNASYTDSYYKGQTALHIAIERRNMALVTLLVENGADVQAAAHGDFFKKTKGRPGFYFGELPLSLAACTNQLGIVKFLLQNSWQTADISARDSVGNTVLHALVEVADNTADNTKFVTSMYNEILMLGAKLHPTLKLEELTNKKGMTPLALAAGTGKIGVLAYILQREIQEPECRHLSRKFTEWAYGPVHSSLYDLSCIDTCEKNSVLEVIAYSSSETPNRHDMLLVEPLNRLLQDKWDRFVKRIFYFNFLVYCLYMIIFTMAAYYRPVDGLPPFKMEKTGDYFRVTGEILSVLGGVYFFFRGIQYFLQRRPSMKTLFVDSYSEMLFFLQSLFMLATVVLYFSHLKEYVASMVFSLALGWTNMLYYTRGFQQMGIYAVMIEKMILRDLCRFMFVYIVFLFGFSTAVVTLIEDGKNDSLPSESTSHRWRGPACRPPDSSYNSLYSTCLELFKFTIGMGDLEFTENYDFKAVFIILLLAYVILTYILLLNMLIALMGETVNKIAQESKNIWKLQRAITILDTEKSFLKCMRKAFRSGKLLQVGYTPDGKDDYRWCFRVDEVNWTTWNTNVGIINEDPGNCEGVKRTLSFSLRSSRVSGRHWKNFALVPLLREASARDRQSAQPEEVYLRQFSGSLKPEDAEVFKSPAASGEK
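TRPV1-expressing cells were cultured overnight at 35.5C and loaded with Fluo-8 calcium dye for 40 to 90 min at room temperature. After a 10 s baseline, compound was added and calcium influx was read kinetically for 3 min (ex 480/em 520 nm).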
USP2a inh – USP2a (human) protease inhibition | USP2 core, Ub-CHOP2 coupled fluorogenic reporter, 485/531 | Potency, µM (top dose mostly 38.3 µM), inactives show at the highest dose activity change, negative = inhibition, actives largely listed as inhibitors | actives 0.01% (n = 330,000) | O75604;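 further: potency means the concentration at half of the fitted maximal effect; plate controls were DMSO wells for no effect and full inhibition by NEM control for full effect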
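Deubiquitinase activity read as fluorescence (485/531 nm) after Ub-CHOP2 cleavage activates the enterokinase reporter on its substrate; USP2 core 10nM, Ub-CHOP2 and substrate 25nM each, 30min compound preincubation then 60min RT; data normalized to NEM, curves fitted.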
Eya2 inh – blocks the phosphatase activity of human Eya2 | AID 488837 | recombinant Eya2, OMFP fluorescence dephosphorylation (OMFP is methylfluorescein phosphate) | actives 0.006% (n = 330,000) | Potency, µM (highest dose often 76.9 µM), for inactives: at the highest dose activity, negative = inhibition, actives largely listed as inhibitors | O00167; further: potency means the concentration at half of the fitted maximal effect; on the % scale 0 is the no-effect control and ±100 the full control effect
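Eya2 (0.2 uM) preincubated 10 min at ambient with compound, then OMFP substrate added at 50 uM; 10 min reaction in 50 mM HEPES pH 7.5, 50 mM NaCl, 5 uM MgCl2, 0.05% BSA, 1 mM DTT. Fluorescence read at Ex 485/Em 525 nm.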
BRCA1 expr up – increases BRCA1 expression; MCF7-BRCA1-FFLuc reporter, luminescence, 48 h; response scale: scaled: vehicle 0%, 10 µM genistein 100%; Potency, µM (titrated, usually from 46.1 µM), inactives show at the top dose activation, usual class: activators; actives 1.1% (n = 380,000); AID 624202; further: potency means the concentration at half of the fitted maximal effect; nearly all actives have a fitted effect of over 80% in size; some results filed as inactive show a strong effect at the top dose
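Cells: MCF7-BRCA1-FFLuc, 2000/well. Exposure: 48 h, 37 °C, 5% CO2. Read: luminescence, 15 min post-substrate. Controls: genistein 10 microM (maximal activation), DMSO (neutral).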
ELG1 genotoxic – inducers of genotoxicity in HEK293T ELG1-luciferase cells | HEK293T ELG1-luciferase reporter, luminescence, 16 h | Potency, µM (top dose mostly 46 µM), inactives show at the highest dose activity change, positive = activation, most hits filed as activators | actives 1.3% (n = 330,000) | AID 504466; further: potency means the concentration at half of the fitted maximal effect; % of control where 0% means no effect; nearly all actives have a fitted effect of over 60% in size
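Quantitative HTS format in 1536-well plates. HEK293T ELG1-luciferase reporter cells receive test compound and are incubated 16 hr at 37 °C, 5% CO2; ONE-Glo added, 30 min room temperature, then luminescence read.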
p53 reactivation – restores transcriptional activity of mutant p53. H1299 p53-A138V BP100-luciferase reporter, luminescence, 24 h. Potency, µM (doses to about 92.2 µM), for inactives: top-dose activity change, positive = activation, usual class: activators. actives 0.063% (n = 320,000); further: potency means the concentration at half of the fitted maximal effect; % of control where 0% means no effect; nearly all actives have a fitted effect of over 45% in size
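p53-null H1299 cells stably carrying temperature-sensitive p53-A138V and a BP100-luciferase reporter were pinned with compounds (4-point, 1:5 series) and held 24 hrs at 37 deg C. Luminescence was read 10 min after detection reagent.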
Active calls of the source: *; ? = inconclusive; . = no result given; [ ] = another dose, or the depositor's remark. Unless noted, the call rests on the fitted dose curve; in most records, active means well fitted curve in the direction sought with a large enough effect; inconclusive means small, poorly fitted or top-dose-only effect, or another doubt; inactive means no such curve, though single readings can be large; an effect the other way counts as inactive or inconclusive. Not a hit list; overall some 2.6% were active at least once.

canonical_smiles	BRCA1 expr up	Eya2 inh	USP2a inh	TRPV1 ag	uPA surface inh	a7 integrin act	ASM inhibitor	ELG1 genotoxic	PTAP TSG101 blk	p53 reactivation	B2AR arrestin
CC(C)(CO)NC12CC3CC(CC(C3)C1)C2	1%	3%	1%	3	-2%	26%	4%	1%	0%	3%	-0.2%
CC1CCCCC1NC(=O)Cn1cnc2c1c(=O)n(C)c(=O)n2C (centres undefined)	-30%	9%	4%	.	5%	9%	6%	0%	-3%	2%	-0.2%
O=C(COc1ccc(Cl)cc1)NCCN1CCCCC1	-2%	-16%	-1%	-1	3%	2%	3%	1%	-1%	-3%	-0.2%
O=C(c1ccc(S(=O)(=O)N2CCOCC2)cc1)N1CCN(c2cccc(Cl)c2)CC1	-16%	12%	-5%	-1	-15%	-24%	-2%	-5%	.	-9%	-0.3%
CCN(CC)S(=O)(=O)c1cccc(C(=O)Nc2nnc(C)s2)c1	0%	-2%	-2%	-6	6%	18%	6%	-1%	-2%	-3%	-0.2%
C#CCNC(=O)C1=C[C@H](c2csc3ccccc23)C[C@H](OCc2ccc(CO)cc2)O1	0%	-9%	0%	1	5%	-2%	-6%	-12%	.	-3%	-0.7%
CCN1CCN(CCNC(=O)C2CCCN(Cc3nc(-c4cccc(Cl)c4)oc3C)C2)CC1 (centres undefined)	-11%	5%	-3%	2	-14%	-22%	5%	-7%	-5%	1%	0.2%
CC(Sc1nc2ncc(Cl)cc2[nH]1)C(=O)Nc1ccc(C(N)=O)cc1 (centres undefined)	0%	9%	0%	2	12%	-13%	-3%	3%	-2%	2%	0.2%
C#CCN(CC=C)C(=O)CCc1nnc(COc2ccccc2)o1	41%	-3%	3%	-1	-3%	-3%	3%	?	0%	8%	5.8%
COc1ccc(C(=O)NC(C)c2nnc(SCC(=O)Nc3nc(C)cs3)n2C)cc1 (centres undefined)	3%	1%	0%	-2	-1%	0%	1%	1%	.	2%	0.1%
Oc1ccc2c(c1)c1c3n2CCNC3CCC1 (centres undefined)	-3%	15%	4%	-2	2%	3%	6%	-2%	-1%	-2%	-0.2%
CCOC(=O)c1c(S(=O)(=O)NCCc2cccs2)c(C)n(C)c1C	8%	8%	3%	3	-7%	35%	2%	-2%	-4%	-3%	0.0%
COc1ccc(N2C(=O)CC(NNC(=O)c3ccc(Br)s3)C2=O)cc1 (centres undefined)	-11%	-2%	3%	1	2%	-8%	0%	1%	0%	-2%	-0.2%
CSCC[C@H](NC(=O)OC(C)(C)C)c1nnc(SCc2ccccc2)o1	-39%	17%	-9%	1	3%	5%	2%	-5%	-1%	-6%	0.1%
CCOc1ccc(S(=O)(=O)NC2CCCCC2C)cc1 (centres undefined)	-2%	.	.	.	-24%	16%	-3%	.	-3%	.	.

Looked up by compound from above, two records:
canonical_smiles	BRCA1 expr up	Eya2 inh	USP2a inh	TRPV1 ag	uPA surface inh	a7 integrin act	ASM inhibitor	ELG1 genotoxic	PTAP TSG101 blk	p53 reactivation	B2AR arrestin
COc1ccc(N2C(=O)CC(NNC(=O)c3ccc(Br)s3)C2=O)cc1 (centres undefined)	-11%	-2%	3%	1	2%	-8%	0%	1%	0%	-2%	-0.2%
CCOC(=O)c1c(S(=O)(=O)NCCc2cccs2)c(C)n(C)c1C	8%	8%	3%	3	-7%	35%	2%	-2%	-4%	-3%	0.0%

Next part:
canonical_smiles	BRCA1 expr up	Eya2 inh	USP2a inh	TRPV1 ag	uPA surface inh	a7 integrin act	ASM inhibitor	ELG1 genotoxic	PTAP TSG101 blk	p53 reactivation	B2AR arrestin
COc1ccc2c(c1)nc(SCC(C)O)n2C (centres undefined)	12%	-3%	1%	-1	-4%	11%	0%	13%	0%	12%	-1.5%
CSCCC(NC(=O)COc1ccccc1)C(=O)N(C)CC(=O)Nc1ccc(C)cc1 (centres undefined)	-7%	8%	3%	2	0%	-13%	4%	0%	-1%	6%	-0.1%
COC(=O)c1c(C)[nH]c(C(=O)C(C)OC(=O)c2cnc(C)cn2)c1C (centres undefined)	-4%	-5%	-1%	3	0%	-4%	-3%	5%	-3%	-6%	0.2%
O=C(c1cccc(Cl)c1)N1CCN(Cc2ccccc2F)CC1	-14%	.	.	16	3%	13%	1%	.	-1%	.	.
C[C@H](NC(=O)c1ccc2ccccc2c1)C(=O)N1CCC2(CC1)NCCc1[nH]cnc12	-15%	2%	1%	-1	?	?	-3%	1%	3%	1%	0.6%
CCS(=O)(=O)N1Cc2ccccc2CC1C(=O)Nc1nnc(SCc2c(Cl)cccc2Cl)s1 (centres undefined)	-16%	5%	1%	-5	-1%	-16%	-1%	-1%	-2%	6%	3.8%
CC(=O)N1CCN(C(=O)COC(=O)CNC(=O)c2ccc(C)cc2)CC1	2%	-1%	-1%	1	4%	-21%	16%	1%	-5%	7%	0.1%
COCC1CCN(Cc2cn(-c3ccccc3F)nc2-c2cc(C)sc2C)CC1	4%	4%	2%	3	-1%	2%	5%	-9%	-6%	-3%	0.3%
COc1ccccc1NC(=O)c1cccc2c(Br)cccc12	-37%	?	1%	5	-17%	-5%	-7%	0%	0%	.	-0.4%
COc1cc(C)ccc1S(=O)(=O)NC1CC(C)(C)NC(C)(C)C1	0%	-4%	0%	-2	-3%	-10%	0%	-1%	-2%	9%	-0.2%
O=C(NCC1(c2ccccc2)CCCC1)c1cccc(Br)c1	-21%	-1%	3%	?	7%	23%	-2%	-7%	-1%	0%	9.0%
CN(C)c1cc[n+](CC(=O)N2c3ccccc3Sc3ccccc32)cc1	-62%	-1%	2%	-2	-2%	-50%[inhibitor]	1%	-12%	0%	-3%	0.1%
COc1ccc(-n2c(C)nc3cc(C(=O)O)ccc32)cc1	-1%	6%	0%	-1	-4%	10%	1%	0%	0%	15%	0.1%
CCN1CCN(C(c2ccccc2)c2nnnn2Cc2ccccc2)CC1 (centres undefined)	-23%	1%	0%	1	-3%	-14%	-2%	4%	-5%	-5%	0.1%
COc1ccc(CCNC(=O)C2CC(c3cccc([N+](=O)[O-])c3)=NO2)cc1 (centres undefined)	?	2%	-2%	5	13%	1%	3%	18%	1%	?	0.2%
CC(=O)c1cccc(NC(=O)COC(=O)CCc2ccc(S(=O)(=O)N3CCOCC3)cc2)c1	2%	3%	0%	3	-3%	4%	5%	0%	-1%	-1%	0.2%
COc1ccc2c(c1OC)C(=O)N1C2SC[C@H]1C(=O)NC1CCCC1 (some centres undefined)	-7%	4%	3%	0	3%	?	12%	-1%	-10%	9%	-0.1%
COc1ccc(-c2cc3ccc(F)cc3cn2)cc1	?	15%	3%	.	?	11%	7%	?	.	?	-2.3%
CN(Cc1nc2ccccc2[nH]1)C(=O)C1CCC(=O)N(CCc2cccc(F)c2)C1 (centres undefined)	2%	-6%	1%	1	-8%	-10%	3%	6%	.	7%	-0.4%
COc1ccc(OC)c(NC(=O)COC(=O)CCCN2C(=O)c3ccccc3C2=O)c1	-18%	9%	1%	2	-3%	21%	-2%	1%	-1%	3%	-2.4%
CC(C)C(NC(=O)c1cccnc1)C(=O)O (centres undefined)	0%	-5%	0%	-2	0%	-15%	-4%	0%	0%	1%	-0.1%
CCOC(=O)C1CCN(c2cc3c(cc2NC(=O)c2ccccc2Cl)n(C)c(=O)n3C)CC1	-9%	-3%	-1%	22	12%	12%	-15%	-14%	-7%	3%	-1.0%
COc1cc2nc(/C=C/c3ccc(N(C)C)cc3)sc2cc1SC	-15%	7%	3%	?	2%	-83%[inhibitor]	89%[activator]	1%	?	1%	-0.7%
CCC(C)NS(=O)(=O)c1ccc(NC(=O)C2CCCO2)cc1 (centres undefined)	-6%	-2%	0%	2	-2%	1%	-1%	-1%	-2%	23%	-0.1%
COc1ccc(Oc2cc(C)c3ccccc3n2)cc1	17%	-20%	-7%	-1	4%	29%	-3%	8%	-1%	?	0.4%
Cc1ccnc(N2C(=O)c3ccccc3C2Nc2ccc3c(c2)OCCO3)c1 (centres undefined)	84%	-16%	3%	.	-7%	-9%	0%	?	-6%	?	-0.7%
Cc1ccccc1NC(=O)Cn1nc(C)c2ccccc2c1=O	-7%	9%	0%	-6	3%	15%	1%	8%	0%	-14%	3.8%
CSc1nnc(-c2ccccc2)o1	14%	-13%	0%	0	.	3%	9%	14%	-6%	3%	0.3%
Cc1cccc(C)c1NC(=O)C1=C(O)c2ccccc2N(C)S1(=O)=O	-1%	8%	-1%	-4	4%	0%	6%	-4%	-8%	4%	-0.2%
Cc1cc(C)c2sc(C)[n+](CCCS(=O)(=O)[O-])c2c1	0%	4%	1%	4	-1%	-4%	3%	8%	-2%	0%	-0.4%
